Assay outcomes (PubChem BioAssay)
RPL19A TOR yeast – RPL19A-GFP expression modulators in yeast, primary screen, cell-based, S. cerevisiae, multiplex flow cytometry, MLPCN; percent response vs DMSO, % at 10 µM; 330,000 compounds, 0.3% hits; AID 2025, 2009; S. cerevisiae RPL19A-GFP strain, 3 h; active compounds read low;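 active = percent response vs DMSO below 50%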;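 note: median channel GFP fluorescence of the barcoded RPL19A-GFP strain; ratio of sample median GFP to plate DMSO average so 100% = DMSO; lower means less RPL19A-GFP as with rapamycin TOR inhibition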
procasp7 counter – procaspase-7 activators, primary screen, counter-screen for procaspase-3 activator project, biochemical, absorbance, HTS, human. recombinant procaspase-7, Ac-DEVD-pNA absorbance 405 nm; D23A/D198A/D206A triple mutant, cannot self-cleave; scale: DMSO 0, 5 µM enzyme 100. AID 463210, 2010. 330,000 compounds, 0.093% hits. activation, % at 8.5 µM;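 active = percent activation above the screen-wide mean plus 3 SD, cut at about 25% in these data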
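Assay system: Uncleavable procaspase-7 mutant enzyme / Input: 2 µM procaspase-7 mutant as dispensed / Dosing: single nominal 8.5 µM compound dose, 0.8% DMSO final / Timing: 1 h enzyme–compound preincubation and 2 h substrate reaction, both 25 °C / Detection: p-Nitroaniline absorbance at 405 nm, read at 0 and 120 min / Replication: singlicate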
procasp3 activ – activators of human procaspase-3 D3A mutant, primary screen, biochemical, absorbance, PC-3 D3A mutant, single concentration; Caspase-3 (Homo sapiens), P42574; recombinant procaspase-3 D3A, Ac-DEVD-pNA absorbance 405 nm; activation, % at 8.5 µM; 330,000 compounds, 0.11% hits; AID 463141, 2010;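 active = activation above the mean of all tested compounds plus 3 SD, cut at about 21% in these data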;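 note: 0% = DMSO alone and 100% = DMSO wells spiked with extra 5 µM PC-3 D3A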
Target sequence (P42574 whole entry D9A/D28A/D175A): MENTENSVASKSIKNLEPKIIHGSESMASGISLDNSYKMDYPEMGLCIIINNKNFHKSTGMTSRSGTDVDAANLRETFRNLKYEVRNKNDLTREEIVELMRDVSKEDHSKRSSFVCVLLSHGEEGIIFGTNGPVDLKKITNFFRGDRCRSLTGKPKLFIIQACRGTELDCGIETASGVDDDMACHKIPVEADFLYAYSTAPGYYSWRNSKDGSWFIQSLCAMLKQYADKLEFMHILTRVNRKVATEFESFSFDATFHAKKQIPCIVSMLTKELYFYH
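Technique: 405 nm absorbance of p-nitroaniline, reads at 0 and 120 min; Test system: Procaspase-3 D3A mutant; Incubation: 1 h enzyme-compound preincubation, then 2 h substrate reaction, 25 °C; Repeats: singlicate, each compound tested once; Benchmarks: low control DMSO wells, high control DMSO plus 5 µM PC-3 D3A.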
LAP4-GFP MLPCN – modulators of LAP4-GFP expression in yeast, primary screen, S. cerevisiae, multiplex flow cytometry, MLPCN library. AID 2023, 2009. 320,000 compounds, 0.34% hits. GFP response vs DMSO, % at 10 µM. 3 h; median GFP as percent of DMSO wells;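 active = GFP response vs DMSO above a set limit, about the screen mean plus 3 SD, cut at about 150% in these data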
EBNA-1 inhibitor – EBNA-1 DNA-binding inhibitors, primary screen, biochemical, fluorescence polarization | 300,000 compounds, 0.34% hits | inhibition, % at 14.8 µM; in the data active = inhibition above about 28%
ZTA DNA inh – counter-screen for EBNA-1 inhibitors: inhibitors of Epstein-Barr virus ZTA; P03206; ZTA-DNA binding, fluorescence polarization; inhibition, % at 11 µM; 320,000 compounds, 0.15% hits; in the data active = inhibition above about 33%
MEP2-GFP yeast – modulators of MEP2-GFP levels in yeast, primary screen, S. cerevisiae, multiplex flow cytometry, MLPCN library | S. cerevisiae MEP2-GFP strain, 3 h; 100% = DMSO control level | GFP response vs DMSO, % at 10 µM | 330,000 compounds, 0.51% hits;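 active = GFP response versus DMSO above a set limit, roughly screen mean plus 3 SD, cut at about 180% in these data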;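 note: median GFP fluorescence of the barcode-gated MEP2-GFP cells per well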
AHR act – AHR activators, primary screen, cell-based, luminescence, luciferase reporter, human | AHR-responsive luciferase reporter cells | activation, % at 5 µM | 320,000 compounds, 2.5% hits | Aryl hydrocarbon receptor (Homo sapiens), P35869; in the data active = activation above about 47%;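 note: 0% = vehicle wells and 100% = reference agonist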
Target sequence (P35869 whole entry, looked up): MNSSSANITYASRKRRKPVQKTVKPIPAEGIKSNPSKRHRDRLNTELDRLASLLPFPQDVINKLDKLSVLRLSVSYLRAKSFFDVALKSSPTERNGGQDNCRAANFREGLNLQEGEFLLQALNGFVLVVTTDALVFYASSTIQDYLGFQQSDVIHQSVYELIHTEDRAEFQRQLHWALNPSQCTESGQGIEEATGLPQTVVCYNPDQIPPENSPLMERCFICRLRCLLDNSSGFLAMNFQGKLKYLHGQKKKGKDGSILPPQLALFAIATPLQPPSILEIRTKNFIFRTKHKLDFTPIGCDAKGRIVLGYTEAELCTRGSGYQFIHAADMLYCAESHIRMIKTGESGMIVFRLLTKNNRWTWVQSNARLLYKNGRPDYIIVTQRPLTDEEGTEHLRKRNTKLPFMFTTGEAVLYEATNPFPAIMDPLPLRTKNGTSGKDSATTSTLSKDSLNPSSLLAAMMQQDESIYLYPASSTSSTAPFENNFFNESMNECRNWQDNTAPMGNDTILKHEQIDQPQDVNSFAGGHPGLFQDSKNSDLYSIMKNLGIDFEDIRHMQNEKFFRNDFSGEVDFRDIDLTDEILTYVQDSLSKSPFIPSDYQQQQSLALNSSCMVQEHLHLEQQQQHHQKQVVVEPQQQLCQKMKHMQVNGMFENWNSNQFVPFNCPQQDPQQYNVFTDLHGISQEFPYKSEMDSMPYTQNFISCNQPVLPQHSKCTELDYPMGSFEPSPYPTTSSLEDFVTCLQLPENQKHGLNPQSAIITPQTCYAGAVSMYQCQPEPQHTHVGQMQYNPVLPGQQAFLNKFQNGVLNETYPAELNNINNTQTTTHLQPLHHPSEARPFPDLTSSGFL
* = called active by the depositor.

Start of the listing, in advance, 3 compounds:
`C=CCN(c1ccccc1)S(=O)(=O)c1cccc(C(=O)N2CC(C)CC(C)C2)c1` (stereo unspecified) gave RPL19A TOR yeast 101, procasp7 counter 0, procasp3 activ 2, LAP4-GFP MLPCN 101, EBNA-1 inhibitor 9, ZTA DNA inh 8, MEP2-GFP yeast 120 and AHR act 0.
Screening CCNc1nc(NCC)n2c(SCC(=O)NC34CC5CC(CC(C5)C3)C4)nnc2n1 returned RPL19A TOR yeast 100, procasp7 counter 10, procasp3 activ 9, LAP4-GFP MLPCN 103, EBNA-1 inhibitor 8, ZTA DNA inh -11, MEP2-GFP yeast 101 and AHR act 5.
For COc1ccc(CNC(=O)CN(C(=O)CCC(=O)Nc2nccs2)c2ccc(C)cc2)cc1 the results were RPL19A TOR yeast 103, procasp7 counter 4, procasp3 activ 0, LAP4-GFP MLPCN 94, EBNA-1 inhibitor -17, ZTA DNA inh 5, MEP2-GFP yeast 104 and AHR act 3.

The whole of this part (from the top)
`C=CCN(c1ccccc1)S(=O)(=O)c1cccc(C(=O)N2CC(C)CC(C)C2)c1` (stereo unspecified) gave RPL19A TOR yeast 101, procasp7 counter 0, procasp3 activ 2, LAP4-GFP MLPCN 101, EBNA-1 inhibitor 9, ZTA DNA inh 8, MEP2-GFP yeast 120 and AHR act 0.
Screening CCNc1nc(NCC)n2c(SCC(=O)NC34CC5CC(CC(C5)C3)C4)nnc2n1 returned RPL19A TOR yeast 100, procasp7 counter 10, procasp3 activ 9, LAP4-GFP MLPCN 103, EBNA-1 inhibitor 8, ZTA DNA inh -11, MEP2-GFP yeast 101 and AHR act 5.
For COc1ccc(CNC(=O)CN(C(=O)CCC(=O)Nc2nccs2)c2ccc(C)cc2)cc1 the results were RPL19A TOR yeast 103, procasp7 counter 4, procasp3 activ 0, LAP4-GFP MLPCN 94, EBNA-1 inhibitor -17, ZTA DNA inh 5, MEP2-GFP yeast 104 and AHR act 3.
Screening Cc1cc(C(=O)CCC(=O)NC(C)c2ccc(S(N)(=O)=O)cc2)c(C)s1 (stereo unspecified) returned RPL19A TOR yeast 86, procasp7 counter 5, procasp3 activ 5, LAP4-GFP MLPCN 83, EBNA-1 inhibitor -10, ZTA DNA inh 1, MEP2-GFP yeast 83 and AHR act 0.
Screening COc1cccc(NC(=O)CN(C)C(=O)/C=C/c2ccc3ccccc3n2)c1 returned RPL19A TOR yeast 102, procasp7 counter -12, procasp3 activ 1, LAP4-GFP MLPCN 110, EBNA-1 inhibitor 19, ZTA DNA inh -6, MEP2-GFP yeast 101 and AHR act 23.
For O=C(CSc1nccn(-c2ccc(Br)cc2)c1=O)NC1CCCC1 the results were RPL19A TOR yeast 101, procasp7 counter -5, procasp3 activ -1, LAP4-GFP MLPCN 110, EBNA-1 inhibitor 6, ZTA DNA inh 10, MEP2-GFP yeast 103 and AHR act 0.
Screening O=C(Nc1cccc(S(=O)(=O)C(F)F)c1)c1ccc(S(=O)(=O)N2CCCC2)cc1 returned RPL19A TOR yeast 95, procasp7 counter 3, procasp3 activ 0, LAP4-GFP MLPCN 93, EBNA-1 inhibitor 3, ZTA DNA inh -6, MEP2-GFP yeast 90 and AHR act 4.
Screening CCCCOCCCNCc1cccn1CCN1CCOCC1 returned RPL19A TOR yeast 101, procasp7 counter 10, procasp3 activ 3, LAP4-GFP MLPCN 102, EBNA-1 inhibitor -8, ZTA DNA inh 5, MEP2-GFP yeast 106 and AHR act -1.
Screening N#CC(C#N)=C/C=C(\Nc1ccc(Cl)cc1)c1ccc(Cl)cc1 returned RPL19A TOR yeast 101, procasp7 counter -3, procasp3 activ 0, LAP4-GFP MLPCN 111, EBNA-1 inhibitor 7, ZTA DNA inh 3, MEP2-GFP yeast 101 and AHR act 120*.
O=C(c1cc2cc(F)ccc2[nH]1)N1CCC(Cc2ccccc2)CC1 was read as RPL19A TOR yeast 103, procasp7 counter 0, procasp3 activ 1, LAP4-GFP MLPCN 96, EBNA-1 inhibitor 3, ZTA DNA inh 5, MEP2-GFP yeast 108 and AHR act 44.
Screening O=C(c1ccc(Br)cc1)c1cc([N+](=O)[O-])ccc1N1CCCCC1 returned RPL19A TOR yeast 103, procasp7 counter -1, procasp3 activ -3, LAP4-GFP MLPCN 103, EBNA-1 inhibitor 14, ZTA DNA inh 9, MEP2-GFP yeast 97 and AHR act -2.
Screening CN(Cc1ccccc1)C1CCNCC1 returned RPL19A TOR yeast 107, procasp7 counter -2, procasp3 activ -2, LAP4-GFP MLPCN 100, EBNA-1 inhibitor -1, ZTA DNA inh 10, MEP2-GFP yeast 112 and AHR act 1.
Screening Nc1ccccc1SCc1cn2ccccc2n1 returned RPL19A TOR yeast 100, procasp7 counter 6, procasp3 activ -3, LAP4-GFP MLPCN 99, EBNA-1 inhibitor -3, ZTA DNA inh 2, MEP2-GFP yeast 101 and AHR act 14.
For COc1ccc(N2CC(C(=O)NCCC3=CCCCC3)CC2=O)c(OC)c1 (stereo unspecified) the results were RPL19A TOR yeast 101, procasp7 counter -3, procasp3 activ -8, LAP4-GFP MLPCN 109, EBNA-1 inhibitor -2, ZTA DNA inh 0, MEP2-GFP yeast 103 and AHR act 1.
`O=C(/C=C/c1ccc([N+](=O)[O-])cc1)c1ccco1` gave RPL19A TOR yeast 99, procasp7 counter 10, procasp3 activ -1, LAP4-GFP MLPCN 109, EBNA-1 inhibitor -4, ZTA DNA inh -11, MEP2-GFP yeast 106 and AHR act 0.
CN(C)c1oc(-c2ccccc2[N+](=O)[O-])nc1C#N was read as RPL19A TOR yeast 94, procasp7 counter 0, procasp3 activ 6, LAP4-GFP MLPCN 107, EBNA-1 inhibitor 3, ZTA DNA inh 4, MEP2-GFP yeast 96 and AHR act 39.
Screening CCOc1ccccc1OCC(=O)NCc1ccco1 returned RPL19A TOR yeast 100, procasp7 counter -15, procasp3 activ 1, LAP4-GFP MLPCN 99, EBNA-1 inhibitor 12, ZTA DNA inh -1, MEP2-GFP yeast 104 and AHR act 1.
`CC(=O)c1ccc(NC(=O)C(C)OC(=O)c2cccc(-n3cnnn3)c2)cc1` (stereo unspecified) gave RPL19A TOR yeast 91, procasp7 counter -3, procasp3 activ -2, LAP4-GFP MLPCN 114, EBNA-1 inhibitor -7, ZTA DNA inh -9, MEP2-GFP yeast 91 and AHR act -5.
`COc1ccc(-c2ccnc3cc(C(=O)O)nn23)cc1` gave RPL19A TOR yeast 97, procasp7 counter 1, procasp3 activ 1, LAP4-GFP MLPCN 97, EBNA-1 inhibitor 6, ZTA DNA inh -8, MEP2-GFP yeast 97 and AHR act 0.
Screening CC1CCN(C(=O)c2cc3nc(C4CC4)cc(C(F)(F)F)n3n2)CC1 returned RPL19A TOR yeast 100, procasp7 counter 6, procasp3 activ 8, LAP4-GFP MLPCN 104, EBNA-1 inhibitor -2, ZTA DNA inh -13, MEP2-GFP yeast 100 and AHR act 3.
For Cc1cc(NC(=O)c2cc3n(n2)C(C(F)(F)F)CC(c2ccco2)N3)n(-c2ccccc2)n1 (stereo unspecified) the results were RPL19A TOR yeast 92, procasp7 counter -4, procasp3 activ 1, LAP4-GFP MLPCN 95, EBNA-1 inhibitor -9, ZTA DNA inh -11, MEP2-GFP yeast 104 and AHR act 1.
Screening CN(C)CCN(Cc1ccccc1)S(=O)(=O)c1ccc2c(c1)n(C)c(=O)c(=O)n2C returned RPL19A TOR yeast 97, procasp7 counter 4, procasp3 activ 7, LAP4-GFP MLPCN 107, EBNA-1 inhibitor 10, ZTA DNA inh -3, MEP2-GFP yeast 103 and AHR act -2.
`CCN(C(=O)COC(=O)/C(=C/c1ccccc1)n1nnnc1C)C1CCCCC1` gave RPL19A TOR yeast 103, procasp7 counter 1, procasp3 activ -7, LAP4-GFP MLPCN 110, EBNA-1 inhibitor -7, ZTA DNA inh 5, MEP2-GFP yeast 100 and AHR act 0.
Screening COc1cccc(N2C(=O)CC(N3CCC(c4nc5ccccc5[nH]4)CC3)C2=O)c1 (stereo unspecified) returned RPL19A TOR yeast 99, procasp7 counter -22, procasp3 activ -25, LAP4-GFP MLPCN 100, EBNA-1 inhibitor 7, ZTA DNA inh 9, MEP2-GFP yeast 98 and AHR act 6.
`CCCS(=O)(=O)N1CCN(C(=O)COc2ccc(-c3ccccc3)cc2)CC1` gave RPL19A TOR yeast 103, procasp7 counter 8, procasp3 activ 0, LAP4-GFP MLPCN 102, EBNA-1 inhibitor -1, ZTA DNA inh -1, MEP2-GFP yeast 101 and AHR act 3.
`Cc1ccc(C(=O)n2c(N)nc3ccccc32)cc1` gave RPL19A TOR yeast 98, procasp7 counter 4, procasp3 activ -3, LAP4-GFP MLPCN 97, EBNA-1 inhibitor 5, ZTA DNA inh 5, MEP2-GFP yeast 103 and AHR act -12.
Screening CC(C)(C)C(=O)CNS(=O)(=O)c1ccc(S(=O)(=O)NC2CCCC2)cc1 returned RPL19A TOR yeast 95, procasp7 counter 11, procasp3 activ -2, LAP4-GFP MLPCN 98, EBNA-1 inhibitor 8, ZTA DNA inh -5, MEP2-GFP yeast 98 and AHR act 1.
`Cc1ccc(NC(=O)CC2SC3=NCCN3C2=O)cc1` (stereo unspecified) gave RPL19A TOR yeast 103, procasp7 counter -17, procasp3 activ -16, LAP4-GFP MLPCN 102, EBNA-1 inhibitor -8, ZTA DNA inh -4, MEP2-GFP yeast 112 and AHR act 0.
O=C(NCc1ccco1)C12CC3CC(CC(C3)C1)C2 was read as RPL19A TOR yeast 90, procasp7 counter -16, procasp3 activ -3, LAP4-GFP MLPCN 97, EBNA-1 inhibitor -3, ZTA DNA inh 2, MEP2-GFP yeast 91 and AHR act 2.
`COc1ccc(C(C(=O)NC(C)(C)C)N(C(=O)CCC(=O)Nc2cc(C)on2)c2c(C)cccc2C)cc1` (stereo unspecified) gave RPL19A TOR yeast 95, procasp7 counter 5, procasp3 activ -5, LAP4-GFP MLPCN 98, EBNA-1 inhibitor -10, ZTA DNA inh 0, MEP2-GFP yeast 92 and AHR act -1.
`CCCn1c(=O)c2sccc2n2c(CCCC(=O)NCC3CCCO3)nnc12` (stereo unspecified) gave RPL19A TOR yeast 92, procasp7 counter 5, procasp3 activ 8, LAP4-GFP MLPCN 93, EBNA-1 inhibitor -3, ZTA DNA inh -22, MEP2-GFP yeast 98 and AHR act 0.
`NC(=O)Cc1ccc(C(=O)c2ccc(F)cc2)s1` gave RPL19A TOR yeast 94, procasp7 counter 5, procasp3 activ -3, LAP4-GFP MLPCN 100, EBNA-1 inhibitor -1, ZTA DNA inh 18, MEP2-GFP yeast 98 and AHR act -1.
Cn1nnc2cc(NC(=O)Nc3cccc(Cl)c3)ccc21 was read as RPL19A TOR yeast 103, procasp7 counter 0, procasp3 activ 3, LAP4-GFP MLPCN 94, EBNA-1 inhibitor -7, ZTA DNA inh 6, MEP2-GFP yeast 98 and AHR act -2.
O=C(NCC1CCCO1)c1ccccc1-c1nc(-c2ccccc2Cl)no1 (stereo unspecified) was read as RPL19A TOR yeast 94, procasp7 counter 7, procasp3 activ 0, LAP4-GFP MLPCN 139, EBNA-1 inhibitor -8, ZTA DNA inh -26, MEP2-GFP yeast 93 and AHR act 22.
`CCOC(=O)c1cc(C)sc1NC(=O)c1ccc(Cl)s1` gave RPL19A TOR yeast 101, procasp7 counter -4, procasp3 activ 7, LAP4-GFP MLPCN 109, EBNA-1 inhibitor 6, ZTA DNA inh 20, MEP2-GFP yeast 110 and AHR act 2.
